# D2 ag: activates the human D2 dopamine receptor; P14416; HEK293 T-REx D2 cells, calcium flux agonist mode; activation, % at 2 µM; 340,000 compounds, 0.53% hits; AID 485358;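 active means activation over 3 SD above normal in the single-dose calcium agonist read, cut at about 30% in these data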; further: 0% is about no effect
#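 Tetracycline-induced HEK293 T-REx cells with force-coupled D2 receptor, plated overnight at 30 C, loaded with no-wash calcium dye. After a 10 s baseline, compound was pin-added and calcium flux read kinetically for 180 s; calcium rises flagged agonists.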
# D2 antag: antagonists of human D2 dopamine receptor; HEK293 TREx D2 cells, calcium flux, dopamine EC80; inhibition, % at 10 µM; 340,000 compounds, 2% hits; P14416; in the data active means inhibition above about 30%; further: 0% is about no effect
#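 Calcium flux kinetic readout in an inducible HEK293 TREx D2 line plated overnight at 30 C. After 180 s compound exposure, an EC80 dopamine challenge follows with another 180 s kinetic read to detect antagonism.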
# Pin1 inh: blocks the human prolyl isomerase Pin1; 390,000 compounds, 0.009% hits; Q13526; Potency, µM (highest dose often 115 µM), inactives show top-dose activity, negative = inhibition, usual class: inhibitors; AID 504891; Pin1 FP peptide displacement, HiFluor488, 10 min; active means well fitted inhibition curve with a large enough effect in the polarisation, with a control signal flat, not every such curve was filed as active; inconclusive means small, poorly fitted or top-dose-only effect, or effect the other way, or a change in a side signal; inactive means no such curve, though single readings can be large or run the other way; the % refers to the polarisation; further: potency means the concentration at half of the fitted maximal effect; on the % scale 0 is the no-effect control and ±100 the full control effect
# Target sequence (Q13526 whole entry, looked up): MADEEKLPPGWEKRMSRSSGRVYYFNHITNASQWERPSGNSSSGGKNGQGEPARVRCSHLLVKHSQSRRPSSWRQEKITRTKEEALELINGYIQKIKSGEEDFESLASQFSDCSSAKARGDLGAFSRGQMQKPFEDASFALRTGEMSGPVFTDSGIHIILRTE
# USP1 inh: USP1/UAF1 (human) deubiquitinase inhibition | 390,000 compounds, 0.23% hits | O94782 | Potency, µM (top dose mostly 57.1 µM), for inactives: top-dose activity change, negative = inhibition, hits mostly inhibitors | recombinant USP1/UAF1, Ub-Rhodamine cleavage fluorescence; further: potency means the concentration at half of the fitted maximal effect; on the % scale 0 is the no-effect control and ±100 the full control effect; nearly all actives have a fitted effect of over 60% in size; inactives centre near -12
# Target sequence (O94782 whole entry, looked up): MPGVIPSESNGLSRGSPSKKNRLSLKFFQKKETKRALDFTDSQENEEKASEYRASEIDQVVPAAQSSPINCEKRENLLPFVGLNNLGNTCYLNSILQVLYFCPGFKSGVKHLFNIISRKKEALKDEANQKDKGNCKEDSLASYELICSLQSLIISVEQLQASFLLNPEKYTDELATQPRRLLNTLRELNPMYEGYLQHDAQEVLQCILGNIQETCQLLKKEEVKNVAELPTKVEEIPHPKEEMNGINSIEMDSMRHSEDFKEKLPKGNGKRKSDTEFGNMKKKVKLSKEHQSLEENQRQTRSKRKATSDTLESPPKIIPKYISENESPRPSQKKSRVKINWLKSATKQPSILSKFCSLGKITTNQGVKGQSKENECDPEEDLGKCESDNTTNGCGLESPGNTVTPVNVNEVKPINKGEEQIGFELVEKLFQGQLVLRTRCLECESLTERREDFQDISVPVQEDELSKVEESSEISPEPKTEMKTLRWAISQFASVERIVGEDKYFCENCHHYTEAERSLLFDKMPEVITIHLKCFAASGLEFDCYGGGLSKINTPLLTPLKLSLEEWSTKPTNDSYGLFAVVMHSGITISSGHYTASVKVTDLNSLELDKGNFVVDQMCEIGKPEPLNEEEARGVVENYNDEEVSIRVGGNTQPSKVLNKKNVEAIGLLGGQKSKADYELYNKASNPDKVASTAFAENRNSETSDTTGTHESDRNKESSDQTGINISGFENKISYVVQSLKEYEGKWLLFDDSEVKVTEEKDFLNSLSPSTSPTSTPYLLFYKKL
#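 Step one: compound is pinned into 1nM USP1/UAF1 in HEPES pH 7.8 buffer with TCEP. Step two: 15 min room-temperature incubation. Step three: Ub-Rho (150nM final) starts cleavage, tracked by fluorescence over six one-minute reads.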
# TrxR1 substrate: is turned over as a substrate by rat TrxR1; O89049; purified TrxR1 substrate turnover, NADPH consumption readout; Potency, µM (series often up to 114 µM), for inactives: at the highest dose activity change, negative = substrate turnover; 390,000 compounds, 0.01% hits; AID 588456; further: potency means the concentration at half of the fitted maximal effect; on the % scale 0 is the no-effect control and ±100 the full control effect; nearly all actives have a fitted effect of over 50% in size
#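 Rat TrxR1, dispensed at 90 nM, was prereduced with 400 uM NADPH (final) for 5 min at ~22 deg C, then incubated with compound 15 min before 400 uM selenite. A first-read NADPH fluorescence drop versus no-compound background flagged substrates.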
# IDH1 R132H inh: human IDH1 R132H inhibition; AID 602179; O75874; Potency, µM (top dose mostly 76.6 µM), for the others: at the top dose activity change, negative = inhibition, hits mostly inhibitors; 390,000 compounds, 0.093% hits; IDH1-R132H enzyme, NADPH consumption, diaphorase/resazurin fluorescence; further: potency means the concentration at half of the fitted maximal effect; on the % scale 0 is the no-effect control and ±100 the full control effect; nearly all actives have a fitted effect of over 65% in size
#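 IDH1-R132H (0.5 ug/mL) preincubated 30 min with compound, then NADPH (0.016 mM) and alpha-KG (2 mM) added; 80 min at RT, pH 7.5. Remaining NADPH coupled via diaphorase/resazurin to fluorescence (540/590 nm); concentration-response curves normalized to no-enzyme control.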
# TRHR PAM: allosteric enhancers of human TRH receptor; P34981; TRHR cells, fluo-8 calcium fluorescence, EC20 TRH enhancement; enhancement, % at 2 µM; 360,000 compounds, 0.66% hits; AID 493056; in the data active means enhancement above about 30%; further: 0% is about no effect
#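 Enhancer read-out: after compound pinning and an initial kinetic agonist-mode read, an EC20 of TRH (10 nM final) was injected and fluo-8 calcium signal (Ex 480/Em 530) followed at 1 s/cycle for 100 cycles in TRHR-expressing cells.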
# rTrxR1 inhibitor: rat TrxR1 inhibition. O89049. Potency, µM (titrated, usually from 114 µM), for inactives: at the top dose activity change, negative = inhibition, usual class: inhibitors. recombinant rTrxR1, NADPH fluorescence consumption, selenite substrate. AID 588453. 390,000 compounds, 1% hits; further: potency means the concentration at half of the fitted maximal effect; on the % scale 0 is the no-effect control and ±100 the full control effect; nearly all actives have a fitted effect of over 65% in size
#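 Rat TrxR1 (90 nM in the dispensed reagent) was pre-reduced with 400 uM NADPH for 5 min at room temperature, then incubated with compound for 15 min. After 400 uM selenite was added, NADPH fluorescence (Ex 340/Em 450 nm) was followed for 8 min.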
# TRHR ag: activates the human TRH receptor. TRHR cells, calcium flux fluo-8, FDSS agonist mode. activation, % at 2 µM. 360,000 compounds, 0.18% hits. AID 493084; in the data active means activation above about 30%; further: 0% is about no effect
#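 TRHR-expressing cells, plated overnight in medium with 10% serum, were loaded with fluo-8 calcium dye at room temperature. After a 10 s baseline, library compound was pin-added and calcium release was recorded kinetically (ex 480/em 530) as agonist response.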
# * = called active by the depositor; ? = inconclusive; . = no result given; & = joins results of further samples; [ ] = another dose, or the depositor's remark. Unless noted, the call rests on the fitted dose curve; in most records, active means well fitted inhibition curve with a large enough effect; inconclusive means small, poorly fitted or top-dose-only effect; inactive means no such curve, though single readings can be large or run the other way. Not all compounds are listed. The share of hits here may be higher or lower than overall.
SMILES,D2 ag,D2 antag,Pin1 inh,USP1 inh,TrxR1 substrate,IDH1 R132H inh,TRHR PAM,rTrxR1 inhibitor,TRHR ag
COc1ccc(CNC(=O)C2CCN(S(=O)(=O)c3cccc(C(F)(F)F)c3)CC2)cc1,0.3,6,2%,1%,-11%,1%,4,-5%,0.9
NC(=O)C1CNc2ccccc2O1 (stereo unspecified),.,.,4%,0%,3%,2%,6,7%,0.3
CCC(C)c1ccccc1N1CC(C(=O)N2CCN(S(=O)(=O)c3ccccc3Br)CC2)CC1=O (stereo unspecified),0.2,-7,-13%,-7%,-3%,-4%,-6,10%,0.6
O=C(N/N=C/c1ccc(Cl)cc1Cl)c1cccc(F)c1,.,.,3%,-6%,6%,8%,3,27%,-0.4
Cc1ccc(-c2csc3nc(CSc4nnc(-c5ccc(Cl)cc5)n4C)[nH]c(=O)c23)cc1,0.4,3,29%,-2%,-8%,2%,0,-8%,-0.4
COc1ccc(CC(=O)N/N=C/C=C/c2cccc([N+](=O)[O-])c2)cc1OC,-0.6,10,-19%,-5%,-3%,1%,1,-5%,0.4
Cc1ccc2c(c1)cc1c(=O)n(Cc3ccccc3Cl)nc(C)n12,0.2,.,3%,-16%,10%,9%,-5,21%,-0.1
CCc1ccc(N(C(=O)c2csnn2)C(C(=O)NC(C)(C)C)c2ccncc2)cc1 (stereo unspecified),0.4,-8,-7%,-12%,4%[57.1 µM],5%,5,-5%[57.1 µM],-0.4
Cc1ccc(C(=O)c2nc(C(=O)NCCO)nc3ccccc23)cc1,-0.8,29,-1%,6%,13%[57.1 µM],-10%,23,30%[57.1 µM],-0.4
COc1cccc(NC(=O)COC(=O)c2c3c(nc4ccccc24)CCC(C)C3)c1 (stereo unspecified),1.7,-26,0%,-10%,-3%,6%,-4,5%,-0.3
CC[C@H](C)[C@H](NC(N)=O)C(=O)Nc1ccc(C)cc1,0.3,-22,-3%,-7%,3%,-2%,-5,18%,0.6
CCS(=O)(=O)Nc1cccc(-c2cn3c(n2)SCC3)c1,0.1,9,0%,-24%,0%,-1%,8,1%,1.0
O=C(O)CNC(=O)C1COc2ccccc2O1 (stereo unspecified),-0.2,-16,-10%,0%,5%[57.1 µM],3%,-2,10%[57.1 µM],0.3
CCOc1ccc(N(CC)S(=O)(=O)N2CCCC(C(=O)Nc3ccc(C(C)=O)cc3)C2)cc1 (stereo unspecified),-0.2,.,-1%,9%,-13%,10%,4,-11%,0.5
CCn1cc(C(=O)OC)c(=O)c2ccc(C)nc21,.,.,0%,-1%,-2%,17%,7,13%[57.1 µM],-0.3
COc1ccc(OC)c(CNC(=O)CCS(=O)(=O)c2ccc3c(c2)oc(=O)n3C)c1,0.4&0.8,-6,-1%&3%,-10%&5%,10%&-3%,9%&-3%,2&10,22%&13%,-0.3&0.1
O=C(Cn1cc2c(n1)CCCCC2)NCc1cccs1,0.3,9,-8%,-17%,1%,0%,2,22%,0.5
CC(C)C(=O)Nc1ccccc1N1CCN(C(=O)c2ccccc2)CC1,-0.8,8,0%,-15%,1%[57.1 µM],6%,3,15%[57.1 µM],-0.5
CCN(CC)S(=O)(=O)c1cc(NC(=O)c2ccc3c(c2)NC(=O)C(C)S3)ccc1C (stereo unspecified),0.7,-7,1%,?,-2%,4%,-7,1%,1.1
O=C(c1ccc2c3c(cccc13)CC2)C1CCCN(Cc2ccccn2)C1 (stereo unspecified),-0.4,37*,0%,-3%,27%,2%,-1,-11%,-0.5
CCCCCOc1ccccc1C(=O)NCCCC(=O)O,0.1,-7,2%,-3%,0%,2%,-7,7%,0.0
COc1cc(NC(=O)c2cc(-c3cccc(Cl)c3)on2)c(OC)cc1Cl,-0.2,.,-6%,-2%,16%,-15%,-2,38%[activator],-1.8
COc1ccc(C(=O)O)cc1S(=O)(=O)N(C)C,.,.,1%,-18%,-7%[57.1 µM],-8%,5,-4%[57.1 µM],-1.4
CCc1cccc(NC(=O)c2cnn(-c3ccccc3)c2C)c1,0.1,3,1%,-10%,-5%[11.4 µM],15%,9,10%,-0.5
CN(C)C(=O)CCc1ccc2c3c([nH]c2c1)[C@]1(C)[C@@H](C(=O)N2CCCCC2)C[C@H](CC(=O)NCc2cccc(C(F)(F)F)c2)C(=O)N1CC3,.,.,2%,-25%,-2%,4%,.,4%,.
CCn1c(C(=O)NCc2ccc(OC)cc2)cc2sc(Cl)cc21,0.6,.,10%,-3%,-3%,10%,-4,-4%,0.6
CC(=O)C1=C(O)C(=O)N(CC(=O)O)C1c1ccccc1Cl (stereo unspecified),-1.7,18,6%,-18%,-8%,3%,-1,2%[57.1 µM],0.3
Nc1ccc(C(=O)N/N=C2\CCCc3c2[nH]c2ccccc32)cc1,.,.,-5%,-19%,-8%,-9%,.,-25%,.
Cc1ccccc1C(=O)Nc1ccccc1C(=O)NC1CC1,0.3,-1,?,-17%,8%,0%,3,16%,0.1
CCNC(=O)N(C)C[C@H]1N[C@@](Cc2ccccc2)(C(=O)OC)[C@H]2C(=O)N(C)C(=O)[C@@H]12,.,.,5%,-26%,7%,0%[38.3 µM],.,26%,.
COc1cc(C(c2c(C)[nH][nH]c2=O)c2c(C)[nH][nH]c2=O)ccc1OC(=O)c1ccccc1OC,-1.5,.,18%,-12%,3%,1%,20,2%,1.6
COCCN(C(=O)CN1CCc2ccccc21)c1c(N)n(Cc2ccccc2)c(=O)[nH]c1=O,1.7,-10,?,-23%,5%,3%,22,15%,2.2
CCN1C(=NCCc2cccnc2)N[C@@H](c2ccccc2)[C@H](C(=O)OC)[C@H]1C,-0.3,13,-3%,-12%,6%,-2%,0&-2,6%,-0.2&0.2
Cc1nn(-c2ccccc2)c(N2CCCCC2)c1/C=N/O,0.9,-12,6%,-4%,5%[57.1 µM],-1%,1,2%[57.1 µM],-0.9
COc1ccc([N+](=O)[O-])cc1NC(=O)C(C)N(C)Cc1cccc(OC)c1OC (stereo unspecified),-0.5,-13,0%,-12%,-5%,2%,4,4%,-0.3
Cc1ccc(CC2SC(=O)NC2=O)cc1Cl (stereo unspecified),-2.6,-8,?,-17%,-3%,5%,-5,0%,-2.3
CC(Sc1nnc(-c2ccco2)o1)C(=O)Nc1ccc(OC(F)F)cc1 (stereo unspecified),.,.,-9%,-8%,0%,12%,.,5%,.
O=C(NCCN1CCCCC1)Nc1ccc(F)cc1,-1.0,29,8%,-12%,7%[57.1 µM],7%,-2,15%[57.1 µM],0.8
CCC(Sc1nc2nccnc2c(=O)n1Cc1ccc(Cl)cc1)C(=O)NC1CCCCC1 (stereo unspecified),-0.5,.,0%,-12%,13%[11.4 µM],3%,8,23%[11.4 µM],0.1
COc1ccc(N2CCN(C(=O)c3ccc(OCc4c(C)noc4C)c(OC)c3)CC2)cc1,-0.3,-1,1%,1%,7%[57.1 µM],1%,-2,5%[57.1 µM],-0.8

# Sorted by value in USP1 inh (low to high): some entries from above.
SMILES | USP1 inh
COCCN(C(=O)CN1CCc2ccccc21)c1c(N)n(Cc2ccccc2)c(=O)[nH]c1=O | -23%
CCC(Sc1nc2nccnc2c(=O)n1Cc1ccc(Cl)cc1)C(=O)NC1CCCCC1 (stereo unspecified) | -12%
CC(Sc1nnc(-c2ccco2)o1)C(=O)Nc1ccc(OC(F)F)cc1 (stereo unspecified) | -8%

# (listing goes on)
SMILES,D2 ag,D2 antag,Pin1 inh,USP1 inh,TrxR1 substrate,IDH1 R132H inh,TRHR PAM,rTrxR1 inhibitor,TRHR ag
COc1cc(OC)c(OC)cc1/C=N/NC(=O)c1ccc(=O)n(C)c1,-2.0,-13,2%,-8%,?,5%,-3,-36%,-0.2
O=C(Nc1ccc(S(=O)(=O)Nc2nccs2)cc1)C(F)(F)F,.,.,-4%,-27%,18%[11.4 µM],4%,.,31%[11.4 µM],.
Cc1ccc(S(=O)(=O)N2CCN(C(=O)[C@H](Cc3ccccc3)NC(=O)c3ccco3)CC2)cc1C,-0.3,-14,35%[activator],-5%,-1%,1%,-12,8%,-0.7
O=C(NC1CCN(C(=O)NC2CCCCC2)CC1)c1ccco1,-0.1,-1,?,-20%,0%[57.1 µM],-7%,-1,14%[57.1 µM],0.5
CC1CN(S(=O)(=O)c2cccc(C(=O)Nc3ccccc3N3CCOCC3)c2)CC(C)O1 (stereo unspecified),-0.1,11,1%,-11%,3%,11%,-5,12%,-0.5
CCN(CCn1cccn1)C(=O)CC1C(=O)NCCN1Cc1ccc(OC)c(OC)c1 (stereo unspecified),0.9,-1,6%,-16%,1%,0%,-3,-11%,0.4
CC(C(=O)O)c1n[nH]c(=O)c2ccccc12 (stereo unspecified),-0.3,-16,-11%,5%,8%,1%,4,18%[57.1 µM],1.9
Cc1ccc2c(c1)c1c3n2CCN=C3CCC1,1.1,-4,29%,-1%,-18%,3%,2,-32%,0.7
CCOC(=O)C1CCCN(C(=O)Cn2c(=O)c3cccn3c3cccnc32)C1 (stereo unspecified),1.0,-1,0%,-11%,9%,1%,-1,2%,0.5
Nc1nnnn1/N=C/c1cccc(OCc2ccccc2Cl)c1,-2.0,31*,-2%,-2%,6%[57.1 µM],0%,29,27%[57.1 µM],0.4
CCN1C(=O)/C(=C2/Sc3ccc(OC)cc3N2C)SC1=Nc1ccc(OC)cc1,0.9,0,2%,-15%,9%[57.1 µM],4%,3,31%[57.1 µM],0.4
CCN1CCN(C(=O)Nc2cccc3ccccc23)CC1,-2.2,-18,-1%,-4%,26%,4%,-1,3%,-0.2
COc1ccc2c(c1OC)C(=O)OC2N1C(=O)CC[C@H]1C(=O)Nc1ccc(F)cc1F (stereo partly specified),0.4,-13,-16%,17%,-4%,-6%,4,-1%,0.2
CCc1nc(NCc2cccnc2)c2oc3ccccc3c2n1,0.1,2,-1%,-15%,5%,0%,1,13%,0.6
Cn1c(C(=O)NCc2ccccc2F)cc2oc3ccccc3c21,.,.,-1%,-12%,10%,.,3,19%,0.3
